FID counter – fluorescent intercalator displacement, NS3 helicase counter-screen; DNA fluorescent intercalator displacement, fluorescence; inhibition, % at 7.9 µM; 290,000 tested, 0.17% active; AID 1845; in the data active = inhibition above about 37%;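 also: 0% = vehicle and 100% = reference compound; higher means more ethidium bromide displaced from hairpin DNA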
OXTR agonist – activates the human oxytocin receptor | CHO-OTR cells, Fluo-8 calcium fluorescence; normalized: DMSO 0%, oxytocin 100% | 320,000 tested, 0.32% active | AID 2435 | activation, % at 3 µM;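 active = activation above the mean of all tested compounds plus 3 SD, cutoff set per screening run, cut at about 20% in these data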;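 also: peak over basal fluorescence ratio from a 100 s FLIPR kinetic read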
Target sequence (P30559 whole entry, looked up): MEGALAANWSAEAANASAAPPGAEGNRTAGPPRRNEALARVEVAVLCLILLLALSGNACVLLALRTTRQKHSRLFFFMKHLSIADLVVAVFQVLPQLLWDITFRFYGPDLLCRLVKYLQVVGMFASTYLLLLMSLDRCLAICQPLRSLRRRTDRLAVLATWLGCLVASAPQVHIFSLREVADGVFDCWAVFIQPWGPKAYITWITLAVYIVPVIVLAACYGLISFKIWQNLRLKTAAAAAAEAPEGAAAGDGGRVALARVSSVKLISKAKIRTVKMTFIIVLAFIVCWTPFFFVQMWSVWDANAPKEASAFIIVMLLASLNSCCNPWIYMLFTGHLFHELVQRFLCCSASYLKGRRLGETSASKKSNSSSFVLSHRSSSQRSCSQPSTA
GPR7 antag – antagonists of human GPR7 (neuropeptides B/W receptor 1); inhibition, % at 4.4 µM; P48145; 290,000 tested, 1.1% active; GPR7-expressing cells, fluorescence antagonist assay; in the data active = inhibition above about 16%, passing the limit was not always enough;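 also: cells stimulated with the agonist NPW; 0% = agonist with vehicle and 100% = vehicle without agonist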
Target sequence (P48145 whole entry, looked up): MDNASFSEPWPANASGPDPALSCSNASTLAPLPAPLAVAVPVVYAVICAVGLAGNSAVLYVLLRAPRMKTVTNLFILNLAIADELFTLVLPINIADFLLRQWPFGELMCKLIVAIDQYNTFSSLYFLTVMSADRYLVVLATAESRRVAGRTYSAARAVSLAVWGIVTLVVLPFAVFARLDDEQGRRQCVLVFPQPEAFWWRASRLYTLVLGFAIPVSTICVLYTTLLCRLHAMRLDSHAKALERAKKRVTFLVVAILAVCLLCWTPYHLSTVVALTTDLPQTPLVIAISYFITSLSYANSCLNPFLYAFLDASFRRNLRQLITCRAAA
MEKK3 PB1 HTS – modulators (inhibitors or enhancers) of MEK5 binding to human MEKK3 PB1 domain; binding response (% of control), % at 10 µM; bead-based flow cytometry, Alexa488-MEK5 binding to MEKK3; actives lie on both sides; 0 = blocked by unlabeled MEK5, 100 = vehicle; 290,000 tested, 1.4% active; AID 1529; Q99759;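 active = binding response more than 3 SD above or below the average of its plate-row segment, actives on both sides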;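 also: Alexa488 bead fluorescence after subtracting the streptavidin-only scavenger bead signal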
NALP1 inh – inhibitors of NALP1 inflammasome in yeast | S. cerevisiae NALP1/ASC/caspase-1 growth, X-gal OD620, 72 h | inhibition, % at 10 µM | 280,000 tested, 0.61% active | AID 2071; in the data active = inhibition mostly above about 24%, no sharp cut-off; inactive = mostly below about 32%; also: some compounds called inactive have numbers as strong as hits
PHOSPHO1 block – inhibitors of human PHOSPHO1 phosphatase. Q8TCT1. recombinant PHOSPHO1, absorbance phosphatase assay. inhibition, % at 13.3 µM. 290,000 tested, 1.1% active. AID 1565; in the data active = inhibition above about 60%
Target sequence (Q8TCT1 whole entry, looked up): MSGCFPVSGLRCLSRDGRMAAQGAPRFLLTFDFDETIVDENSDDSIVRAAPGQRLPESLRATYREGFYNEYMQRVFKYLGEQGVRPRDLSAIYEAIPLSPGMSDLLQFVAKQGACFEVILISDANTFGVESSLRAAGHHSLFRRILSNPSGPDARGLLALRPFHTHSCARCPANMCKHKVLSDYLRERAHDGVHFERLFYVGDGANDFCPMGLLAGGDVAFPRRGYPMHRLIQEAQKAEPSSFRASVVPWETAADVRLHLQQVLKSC
PfM18AAP inh – blocks P. falciparum M18 aspartyl aminopeptidase. recombinant PfM18AAP, H-Glu-NHMec fluorogenic cleavage. inhibition, % at 7.35 µM. 290,000 tested, 1.2% active. AID 1822;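 active = inhibition above the campaign mean inhibition over all tested compounds plus 3 SD, cut at about 28% in these data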;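 also: 0% = plate median of test compound wells and 100% = 2 mM ZnCl2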
MEKK2 mut-MEK5 – signal of MEK5 binding to mutant human MEKK2 PB1 domain. bead flow cytometry, Alexa488-MEK5 binding to MEKK2 mutant. percent response, % at 10 µM. 290,000 tested, 0.35% active. AID 1530; in the data active = percent response above about 24%, passing the limit was not always enough; also: inactives centre near 1; some results filed as inactive read as strong as hits; reference of the scale not given here
MEKK2 WT-MEK5 – raises or lowers MEK5 binding to wildtype human MEKK2 PB1 domain; 290,000 tested, 1.1% active; binding response (% of control), % at 10 µM; Q9Y2U5; AID 1531; bead flow cytometry, Alexa488-MEK5 binding to MEKK2 WT; actives lie on both sides; in the data active = binding response below about 67% or above about 130%
An asterisk follows results filed as active; x = not tested or not shown.

Each structure is followed by: MEKK3 PB1 HTS, OXTR agonist, MEKK2 WT-MEK5, PHOSPHO1 block, GPR7 antag, NALP1 inh, FID counter, MEKK2 mut-MEK5, PfM18AAP inh
1	C/C(=N\NC(=O)c1nnn(-c2nonc2N)c1CN1CCC(C)CC1)c1cccc(Br)c1
→ 98, -1.2, 96, 18, -3, 8, -19, -1, 2
2	CC(=O)Nc1cccc(NC(=O)C2CCCN2C(=O)Nc2cccc(C)c2)c1 (stereo not given)
→ 109, -0.8, 107, 14, -1, 8, 5, 4, 0
3	Cn1c(SCc2ccccc2)nnc1-c1ccc2c(c1)OCO2
→ 105, -1.2, 105, 0, -1, 28, -20, 5, 0
4	Cc1ccc(N=C2NC(=O)CS2)cc1C
→ 102, -0.4, 103, x, -21, -9, -5, 9, 0
5	O=C(CCc1nnc(-c2ccccc2)o1)NCC1CCN(C2CCCC2)CC1
→ 90, 0.2, 90, -12, -1, 3, 16, -9, -3
6	COc1ccc(OC)c(NC(=O)CN2CCC(C(=O)c3ccc(C)cc3)CC2)c1
→ 98, -1.5, 101, -2, -12, 5, -10, 0, 0
7	c1ccc(Oc2cccc(CN3CCOCC3)c2)cc1
→ 96, -0.9, 96, -48, -14, 16, 0, -1, -11
8	CC(C)c1nc2sc3c(SCC(N)=O)ncnc3c2c2c1CCC2
→ 108, 0.1, 102, 32, -8, -8, -5, 6, -3
9	COc1cc(C)c(Cl)cc1S(=O)(=O)N(C)C
→ 111, 0.5, 112, -5, 2, 16, 2, 13, -1
10	CC1(C)CC(=O)C(C(=O)C2CCN(S(=O)(=O)c3ccccc3)CC2)C(=O)C1
→ 99, -0.5, 101, 28, -4, 6, -13, -5, -1
11	Cc1ccccc1OCCn1cc(C(=S)N2CCN(C)CC2)c2ccccc21
→ 100, 2.5, 102, 24, 9, 6, 15, -12, -6
12	COc1ccc(-c2nn(C)c(=O)c3ccccc23)cc1NC(=O)COc1ccccc1
→ 107, 0.5, 97, 32, 6, 4, -9, 0, -5
13	O=C(NC1CCN(Cc2ccccc2)CC1)c1ccccc1
→ 104, 0.7, 109, 20, -7, 24, -5, 5, -6
14	CC(C)CN(CC(C)C)C(=O)Nc1ccc(F)cc1F
→ 96, -1.1, 95, 24, -10, 28, -5, -7, -9
15	COc1ccc2c(c1)c1ncn(Cc3ccccn3)c(=O)c1n2C
→ 96, -2.2, 98, -21, -11, -61, -18, -8, 4
16	O=[N+]([O-])c1ccc(CN2CCN(c3ccc([N+](=O)[O-])cc3)CC2)cc1
→ 97, 8.0, 97, 29, 36, -3, 3, -1, 5
17	N#C/C(=C(/O)COc1ccc(Br)cc1)c1nnc2n1CCCCC2
→ 88, 0.3, 88, 21, -10, 2, 18, -6, -10
18	Cc1cc(C)nc(NS(=O)(=O)c2ccc(NC(=O)Cc3ccc(F)cc3)cc2)n1
→ 107, 1.0, 111, 19, -4, 1, -17, 16, -5
19	Cc1cccc(-c2nnnn2-c2cccc(C)c2)c1
→ 111, -2.0, 105, 4, -13, 0, -9, 4, -7
20	CCOc1ccc(N2C(=O)CC(/C=C3/N(C)c4ccccc4C3(C)C)C2=O)cc1 (stereo not given)
→ x, 1.0, x, -70, -5, 14, -24, x, -3
21	COC(=O)C1CCN(C(=O)COC(=O)Cn2cnnn2)CC1
→ 98, 1.0, 99, 8, -5, 2, -5, 2, -14
22	CC(C)N(Cc1nc(-c2ccccc2)no1)C(=O)c1ccc(Br)o1
→ 105, -2.6, 109, 5, -1, 21, -29, 6, -2
23	COc1ccc(-c2cc(C(F)(F)F)n3nc(C(=O)NCCN4CCOCC4)cc3n2)cc1
→ 100, -1.7, 100, 37, 3, 8, -1, -5, -8
24	Cn1cc(Cl)c(C(=O)NNC(=S)NCc2ccco2)n1
→ 102, 0.0, 101, -143, 0, -48, -4, -4, 13
25	O=C(C1=C[C@@H](c2ccc(Br)cc2)C[C@@H](OCc2ccc(CO)cc2)O1)N1CCOCC1
→ 103, 1.4, 97, 44, -7, 2, -24, 7, 2
26	CC1(C)Cc2c(C#N)c(N3CCN(C(=O)c4ccccc4)CC3)nc(-c3ccco3)c2CS1
→ 98, -0.6, 86, 11, -5, -7, -25, 0, -6
27	Brc1ccccc1OCCCN1CCCC1
→ 106, 0.4, 116, 44, -3, 27, 14, 2, -9
28	O=C(CNC(=O)c1ccco1)NCCCc1ccccc1
→ 110, 0.8, 103, -12, 4, 0, -1, 2, -6
29	O=C(O)c1ccccc1C(=O)NCC(O)COc1ccc(Cl)cc1 (stereo not given)
→ 92, 9.7, 92, 33, -5, 29, -11, 0, -13
30	NNc1ncnc2c1cnn2-c1ccccc1
→ 96, 0.5, 97, 32, -6, -6, -2, -1, 36*

Sorted by molar mass (high to low): some entries from above.
Each structure is followed by: MEKK3 PB1 HTS, OXTR agonist, MEKK2 WT-MEK5, PHOSPHO1 block, GPR7 antag, NALP1 inh, FID counter, MEKK2 mut-MEK5, PfM18AAP inh
23	COc1ccc(-c2cc(C(F)(F)F)n3nc(C(=O)NCCN4CCOCC4)cc3n2)cc1
→ 100, -1.7, 100, 37, 3, 8, -1, -5, -8
15	COc1ccc2c(c1)c1ncn(Cc3ccccn3)c(=O)c1n2C
→ 96, -2.2, 98, -21, -11, -61, -18, -8, 4
7	c1ccc(Oc2cccc(CN3CCOCC3)c2)cc1
→ 96, -0.9, 96, -48, -14, 16, 0, -1, -11

Just PHOSPHO1 block, GPR7 antag and OXTR agonist (five entries from above):
no.	Structure	PHOSPHO1 block	GPR7 antag	OXTR agonist
25	O=C(C1=C[C@@H](c2ccc(Br)cc2)C[C@@H](OCc2ccc(CO)cc2)O1)N1CCOCC1	44	-7	1.4
26	CC1(C)Cc2c(C#N)c(N3CCN(C(=O)c4ccccc4)CC3)nc(-c3ccco3)c2CS1	11	-5	-0.6
27	Brc1ccccc1OCCCN1CCCC1	44	-3	0.4
28	O=C(CNC(=O)c1ccco1)NCCCc1ccccc1	-12	4	0.8
29	O=C(O)c1ccccc1C(=O)NCC(O)COc1ccc(Cl)cc1 (stereo not given)	33	-5	9.7

Additional structures follow:
Each structure is followed by: MEKK3 PB1 HTS, OXTR agonist, MEKK2 WT-MEK5, PHOSPHO1 block, GPR7 antag, NALP1 inh, FID counter, MEKK2 mut-MEK5, PfM18AAP inh
31	C=CS(=O)c1sc(Cl)c(N2CCOCC2)c1[N+](=O)[O-] (stereo not given)
→ 102, x, 99, -94, 4, 38*, -2, 2, -58
32	CC1CCCC(NC(=O)c2cn(C)c3ccc(S(=O)(=O)N4CCCC4)cc3c2=O)C1C (stereo not given)
→ x, 1.0, x, 4, -3, 10, -3, x, -1
33	CCOC(=O)c1cnc2c(C)cc(C)cc2c1Nc1ccc(S(=O)(=O)Nc2ncccn2)cc1
→ 96, -1.5, 97, -21, -11, 17, 0, -2, 4
34	O=C(CCC(=O)N(CC(=O)NC1CCCCC1)c1ccc(F)cc1)Nc1nccs1
→ 104, 0.7, 98, 2, -4, 6, -31, 1, 0
35	CC(C)Oc1ccc(CNC(=O)C2CCN(C(=O)N3CCOc4ccccc43)CC2)cc1
→ 101, 1.5, 97, 10, -1, 2, -47, 2, 1
36	CCOC(=O)C1=C(C)Nc2nc(=S)[nH]n2C1c1ccc(Cl)cc1 (stereo not given)
→ x, x, x, 97*, -13, -10, -16, x, 15
37	COc1cc(C(=O)Nc2nnc(C)s2)c([N+](=O)[O-])cc1OC
→ 94, 0.3, 95, 0, -11, 11, 0, -1, 0
38	NC(=O)c1cc(C(N)=O)nc(Cl)n1
→ 87, 0.2, 92, 20, -3, 5, -4, 4, -1
39	COc1ccc(-n2c(SCC(N)=O)nnc2-c2ccc(NS(=O)(=O)c3ccc(C)cc3)cc2)cc1
→ 101, -0.2, 101, 18, -7, -6, -34, 1, 3
40	O=P(O)(c1ccc(Cl)cc1)c1ccc(Cl)cc1
→ 105, 0.5, 103, -24, -6, -8, -11, 14, 10
41	CCOC(=O)Nc1ccc2c(COC(=O)CNS(=O)(=O)c3ccc(NC(C)=O)cc3)cc(=O)oc2c1
→ 98, 0.7, 99, -1, -11, 8, -6, 0, -3
42	COC(=O)[C@H]1[C@H](CCc2ccccc2)NC(=O)N(Cc2ccccc2)[C@@H]1C
→ 98, 0.4, 102, x, x, x, x, 2, x
43	CCn1c(=O)n(CC)c2cc(S(=O)(=O)Nc3cc(C)cc(C)c3C#N)ccc21
→ 95, -0.6, 89, -15, 4, 10, -37, -1, 4
44	N/C(=N\OC(=O)CN1C(=O)c2ccccc2C1=O)c1ccc(Cl)cc1
→ 103, -0.8, 102, 32, 0, -5, 1, 4, 2
45	O=C(N/N=C/c1ccc(O)cc1)c1cccc(N/N=C/c2ccc(O)cc2)c1
→ 101, -0.3, 90, 8, -13, -1, -2, 4, 21
46	COc1ccc(S(=O)(=O)N(C(=O)c2ccco2)c2cc3sc(=O)oc3c3ccccc23)cc1
→ 91, -0.1, 90, -10, -11, 18, -5, -3, 7
47	CCC(CC)C(=O)Nc1ccc(C)cc1O
→ 101, -0.5, 97, 32, -6, -4, 1, 1, -1
48	COc1cc(C(=O)NCc2nnc(SCC(=O)N3CCCC3)o2)cc(OC)c1OC
→ 106, 0.8, 100, 12, -12, -21, -11, -1, 0
49	NS(=O)(=O)c1ccc(NC(=O)c2ccc3c(c2)CCN3S(=O)(=O)c2ccccc2)cc1
→ 103, 0.2, 101, 51, 6, 22, -7, -2, 3
50	CN1CCN(C(=O)/C=C/c2cccc(Cl)c2)CC1
→ 110, 0.3, 107, 41, -5, 10, 1, 10, -6
51	O=C(NNC(=O)c1ccccc1)C(=O)N1CCCCC1
→ 116, 0.9, 120, -1, -3, 19, -6, 4, -2
52	Cc1nn(-c2ccccc2)c(N2CCCC2)c1/C=C1\N=C(c2ccccc2)OC1=O
→ 101, 0.8, 98, -3, -1, 35, -2, -2, -1
53	O=C(CCl)NNc1nc(-c2ccccc2)c2cc(Cl)ccc2n1
→ 106, x, 102, 19, -7, -4, -13, 5, 11
54	CC(=O)c1c(C(C)=O)c(C)n(-c2nc(-c3ccccc3)c(C)s2)c1C
→ 107, -0.9, 101, -14, 0, -8, -21, 9, 3
55	COC(=O)c1sc(N)c(C(=O)OC)c1COC(=O)CCNS(=O)(=O)c1ccc(C)cc1
→ 101, 2.9, 103, 0, 9, 13, -20, 2, 1
56	COc1ccccc1NC(=O)c1ccc(NC(=O)Cc2n[nH]c(=O)c3ccccc23)cc1
→ 104, -0.8, 100, 12, -5, 2, -18, 8, -6
57	CCCn1c(SCC(=O)c2cc(C)c(C)cc2C)n[nH]c1=O
→ 102, 5.1, 103, 97*, 2, 18, -15, 5, 4
58	CN(C)c1ccc(NC(=S)c2ccc3ccccc3n2)cc1
→ 103, -1.1, 100, 7, 10, -11, 20, -5, 35*
59	Fc1ccccc1-c1nnc2ccc3ccccc3n12
→ 92, 0.0, 94, 44, -7, 2, -7, -1, -3
60	Cc1ccc(C(=O)NCCc2nnc3ccc(N4CCCC4)nn23)cc1
→ 103, -0.1, 105, 40, -21, 7, -27, 4, 0
61	CCOC(=O)C1=C(O)C(=O)N(CCCn2ccnc2)C1c1ccc(C)cc1 (stereo not given)
→ 102, -0.4, 102, 21, -7, 3, -8, 2, 8

Compound activity from PubChem.
